GPR35 arrestin U2OS: GPR35 antagonists blocking zaprinast-driven arrestin recruitment, primary screen, imaging, U2OS, beta-arrestin-GFP, zaprinast agonist (AID 2058) | G-protein coupled receptor 35 (Homo sapiens) | hit rate 0.052% among 290,000 | inhibition, % at 10 µM; hits with a dose series show IC50 in µM | U2OS GPR35 beta-arrestin-GFP translocation imaging, zaprinast antagonism; higher % means a stronger effect;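 active = inhibition of at least 50% with at least 30 cells and total cytoplasm GFP at most 10,000,000; inconclusive = under 30 cells or total GFP of 10,000,000 plus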
Myeloid diff 2: induction of myeloid progenitor differentiation, primary screen, cell-based, flow cytometry, MLPCN library; hit rate 1% among 360,000; ER-HoxA9 myeloid progenitors, lysozyme-GFP differentiation; calls only at 10 µM;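 active = normalized GFP-positive differentiation at or above the plate's own cutoff, the solvent-only control mean plus 3 SD; inconclusive = no clear call, values can overlap the other calls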;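 note: cells exposed to compound for four days before flow analysis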
LYP phosphatase: inhibitors of LYP phosphatase, biochemical, fluorescence intensity, uHTS (AID 1779) | Tyrosine-protein phosphatase non-receptor type 22 (Homo sapiens) | recombinant LYP phosphatase, fluorescence intensity; higher % means a stronger effect | inhibition, % at 11.5 µM; hits with a dose series show IC50 in µM | hit rate 0.054% among 290,000; in the data active = inhibition above about 50%;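 note: plate controls were vehicle with enzyme for no effect and no enzyme for full effect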
GPR55 antagonists: GPR55 antagonists blocking LPI-driven arrestin recruitment, primary screen, imaging, U2OS, beta-arrestin-GFP, LPI agonist (AID 2013) | G-protein coupled receptor 55 (Homo sapiens) | hit rate 0.13% among 290,000 | U2OS GPR55 beta-arrestin-GFP translocation imaging, LPI antagonism; higher % means a stronger effect | one-dose inhibition, % at 10 µM; IC50 in µM for titrated hits;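 active = spots per cell inhibited over 60%, with over 100 cells counted and total cytoplasm intensity under 500,000; inconclusive = wells with under 100 cells, flagged as likely toxic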;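 note: U2OS cells stably carrying GPR55 and arrestin-GFP stimulated by 5 µM LPI near EC80; imaged beta-arrestin-GFP aggregate spots per cell after agonist stimulation; plate controls were LPI-stimulated DMSO wells for no effect and DMSO wells without LPI for full effect; some results filed as inactive read as strong as hits; confirmed hits need IC50 under 10 µM and bright autofluorescent wells are also inconclusive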
Siah-1 displacement: Siah-1 peptide-binding antagonists, primary screen, biochemical, fluorescence polarization, rhodamine-plectin, uHTS (AID 1817); E3 ubiquitin-protein ligase SIAH1 (Homo sapiens); Siah-1 / rhodamine-plectin peptide fluorescence polarization; higher % means a stronger effect; displacement, % at 20 µM, or IC50 in µM where a hit was titrated; hit rate 0.02% among 290,000;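 active = displacement of at least 50% at 20 µM, with a fluorescence ratio check between 0.3 and a set limit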;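 note: plate controls were Siah plus tracer with DMSO for no effect and tracer alone without Siah for full effect; strong numbers were not always called active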
Salmonella PhoP GFP: inhibitors of PhoP regulon expression, primary screen, Salmonella Typhimurium, GFP reporter (AID 1863) | S. Typhimurium PhoP-regulated promoter GFP reporter, 4 h; higher % means a stronger effect | inhibition, % at 50 µM; hits with a dose series show IC50 in µM | hit rate 0.16% among 300,000;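 active = inhibition over 29.93%, a cutoff 3 SD above the screen mean, later confirmed by dose response; inconclusive = inhibition over 29.93% but no dose response follow-up; inactive = inhibition at most 29.93% or unconfirmed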;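 note: 0% = low Mg2+ inducing control and 100% = high Mg2+ repressing control; strong numbers were not always called active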
Rac1 GTP hydrolysis: MgcRacGAP GTPase-activating activity inhibitors, confirmation, biochemical, ADP Hunter fluorescence. MgcRacGAP-stimulated Rac1 GTP hydrolysis, ADP Hunter fluorescence; higher % means a stronger effect; GST-tagged Rac1 F28L mutant substrate. hit rate 0.6% among 340,000. AID 624330, 2012. Rac GTPase-activating protein 1 (Homo sapiens). inhibition, % at 30 µM; hits with a dose series show IC50 in µM;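 active = first-screen hits whose inhibition reached a set limit at any dose in the follow-up dose series; inconclusive = inhibition above the set first-screen limit but never retested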;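 note: fluorescence reports GDP produced by GAP-driven GTP hydrolysis; strong numbers were not always called active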
NTR1 ag: agonists of NTR1, primary screen, imaging, U2OS cells, beta-arrestin-GFP, high content (AID 493036); Neurotensin receptor type 1 (Homo sapiens), P30989; hit rate 0.17% among 330,000; NTR1-U2OS beta-arrestin-GFP spot imaging, agonist mode; activation, % at 20 µM;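 active = activation at or above 40% of the spot to cytoplasm intensity ratio, with at least 20 cells analyzed; inconclusive = wells under 20 cells, flagged as cytotoxic or low count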;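 note: 0% = DMSO without peptide and 100% = 100 nM NTR1 peptide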
Target sequence (P30989 whole entry, looked up): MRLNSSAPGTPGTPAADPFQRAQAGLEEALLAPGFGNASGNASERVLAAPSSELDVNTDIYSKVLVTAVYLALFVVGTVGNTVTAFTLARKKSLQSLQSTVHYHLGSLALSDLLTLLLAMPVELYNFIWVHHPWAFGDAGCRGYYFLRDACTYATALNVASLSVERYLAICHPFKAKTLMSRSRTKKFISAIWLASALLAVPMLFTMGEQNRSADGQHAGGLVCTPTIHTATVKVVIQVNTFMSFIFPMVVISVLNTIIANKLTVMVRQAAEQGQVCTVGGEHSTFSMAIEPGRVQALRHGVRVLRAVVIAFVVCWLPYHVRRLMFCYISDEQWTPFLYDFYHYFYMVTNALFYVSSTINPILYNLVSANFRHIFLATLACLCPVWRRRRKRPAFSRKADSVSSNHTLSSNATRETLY
HIV peptide binding: inhibitors of HIV fusion peptide binding, primary screen, biochemical, uHTS, fluorescence dequenching (AID 1986); inhibition, % at 20 µM, or IC50 in µM where a hit was titrated; hit rate 0.3% among 290,000; cell-free peptide binding, fluorescence dequenching, 30 min; higher % means a stronger effect; in the data active = inhibition mostly above about 52%, no sharp cut-off; inactive = mostly below about 76%; note: some results filed as inactive read as strong as hits
NTR1 ag cell count 20 µM: recorded beside NTR1 ag, whose call it bears; cell count; measured here: cell count, cytotoxicity flag
Myeloid diff 2 GFP+ MAC1+ %: second read-out of Myeloid diff 2, no call of its own (marks repeat the call); GFP+ MAC1+ double positive, %; measured here: differentiation confirmed by MAC1 staining
* = called active by the depositor; i = inactive; u = inconclusive; x = no result given. Rows are unselected; any-hit rate near 2.4%.

SMILES	GPR35 arrestin U2OS	Myeloid diff 2	Myeloid diff 2 GFP+ MAC1+ %	LYP phosphatase	GPR55 antagonists	Siah-1 displacement	Salmonella PhoP GFP	Rac1 GTP hydrolysis	NTR1 ag	NTR1 ag cell count 20 µM	HIV peptide binding
COC(=O)COc1ccc2oc(=O)cc(-c3cc4cccc(OC)c4o3)c2c1	3%	i	1.6	-1%	12%	22%	-7%	10%	1.9	69	-0.4%
CCOc1cc(C(=S)N2CCOCC2)ccc1OC(=O)c1ccccc1	14%	i	0.5	-3%	6%	-4%	4%	3%	-0.6	64	-2.8%
CCCc1nnc(NC(=O)CCC(=O)NC2CCCCC2)s1	2%	i	4.0	-9%	-3%	-3%	4%	14%	-0.1	68	-1.8%
O=C(NNC1CC(=O)N(c2ccc(Br)cc2)C1=O)c1ccco1 (configuration not stated)	6%	i	0.1	-3%	4%	0%	5%	4%	-1.1	37	4.3%
CN1/C(=C\C(=O)c2cccnc2)C(C)(C)c2ccccc21	-8%	i	0.0	-6%	2%	4%	-2%	4%	1.0	86	0.5%
CCOC(=O)c1c2ccc(OCC(=O)N/N=C/c3ccccc3C(F)(F)F)cc2n2ccccc12	8%	x	x	-6%	1%	-2%	2%	x	x	x	-1.1%
COc1ccc(C2/C(=C(\O)c3ccc4c(c3)CC(C)O4)C(=O)C(=O)N2Cc2cccnc2)c(OC)c1 (configuration not stated)	-8%	i	0.4	-5%	4%	2%	-4%	5%	0.4	69	-4.2%
O=C(Nc1ccc(NC(=O)C2CC2)nc1)c1cccs1	4%	i	0.6	3%	-6%	-1%	6%	7%	0.7	68	1.3%
CN(C(=O)CSc1ccccc1C(=O)O)C1CCCCC1	-11%	i	7.5	-5%	16%	-1%	-2%	4%	2.1	48	1.9%
NC(=O)CC(NC(=O)c1ccccc1)c1ccc(NCCN2CCCCC2)c([N+](=O)[O-])c1 (configuration not stated)	14%	i	1.4	-9%	-5%	-2%	8%	10%	-3.8	54	0.4%
COc1cc2oc3ccccc3c2cc1N(CC(=O)N1CCCCC1)S(=O)(=O)c1ccc(C)cc1	-16%	i	0.6	10%	0%	-1%	1%	6%	0.6	48	-2.0%
Cc1oc(-c2ccccc2F)nc1CS(=O)(=O)CC(=O)NCCCc1ccccc1	-6%	i	1.0	2%	0%	1%	4%	3%	0.3	97	0.4%
CN(Cc1ccccc1)C(=O)c1cc2ccccc2o1	10%	i	6.1	3%	0%	-2%	2%	9%	1.3	53	-2.1%
Cc1ccc2c(c1)c1c3n2CCN(C(=O)CCl)C3CCC1 (configuration not stated)	12%	i	0.5	-4%	28%	-10%	5%	12%	0.2	49	-1.0%
Cc1nc(SCC(=O)NC(C)c2ccccc2)c2oc3ccccc3c2n1 (configuration not stated)	4%	i	0.5	7%	2%	-3%	31%	6%	1.2	78	3.7%
CC(C)(C)S(=O)(=O)c1cnc(N2CCOCC2)nc1N	9%	i	0.6	-1%	5%	5%	-6%	6%	0.0	52	-0.8%
CCOc1cc(C2C(C(=O)OC(C)C)=C(C)N=C3SCCC(=O)N32)ccc1OC(C)=O (configuration not stated)	2%	i	0.3	4%	-5%	0%	-9%	7%	-3.3	77	-1.2%
COCCNC(=O)C1CCN(S(=O)(=O)N2CCC3(CC2)OCCO3)CC1	-1%	i	2.1	-4%	-7%	1%	1%	7%	1.1	54	-2.7%
O=[N+]([O-])c1ccc(C2CCCC/C2=N\OCc2cccc(F)c2)c([N+](=O)[O-])c1 (configuration not stated)	7%	i	0.4	4%	28%	0%	4%	6%	4.9	69	-2.3%
CC(C)(C)NC(=O)C(=O)N/N=C/c1ccc(Br)cc1	14%	i	0.8	-1%	4%	0%	-8%	15%	0.7	32	-0.5%
Cc1nn(-c2ccccc2)c2[nH]c(=O)c(CNCc3ccc4c(c3)OCO4)cc12	-7%	i	0.4	0%	-27%	1%	-2%	3%	1.6	58	-2.0%
O=C(O)c1cccc(S(=O)(=O)N2CCC(Cc3ccccc3)CC2)c1	-2%	x	x	-9%	3%	8%	-4%	7%	0.5	59	3.1%
Cc1cc(C(=O)COC(=O)c2ccc(O)cc2)c(C)n1Cc1ccco1	-3%	i	0.5	0%	5%	13%	7%	5%	5.5	52	5.0%
N#CCc1ccc(NC(=O)/C=C/c2ccc([N+](=O)[O-])o2)cc1	-6%	x	x	3%	8%	-8%	-6%	5%	x	x	9.2%
Nc1sc(-c2ccccc2)cc1C(=O)O	-8%	x	x	-9%	2%	2%	2%	x	x	x	0.2%
CC(=O)OCC1(C)CN(c2ccccc2)NC1=O (configuration not stated)	-4%	i	0.1	-10%	-1%	-6%	9%	12%	-0.5	100	-3.3%
CC(=O)c1ccc(CCCC(=O)O)cc1	-11%	i	2.3	-12%	7%	5%	-9%	2%	0.4	83	2.8%
COC(=O)[C@H](Cc1ccccc1)NC(=O)Nc1ccc(OC)cc1	-2%	i	0.8	-1%	8%	-1%	-12%	1%	-0.4	57	1.0%
Cc1ccc(N2C(=O)N3[C@H](c4ccc(Br)cc4)[C@@H]4C(=O)N(C(C)(C)C)C(=O)[C@@H]4[C@]3(C)C2=O)cc1	15%	i	2.1	-12%	-2%	0%	6%	8%	9.2	57	0.7%
CCN(CC)CCCN1C(=O)C(O)=C(C(=O)c2ccc(C)o2)C1c1ccc(C)o1 (configuration not stated)	-10%	i	1.0	-6%	6%	5%	-8%	3%	-0.1	38	2.7%
CC1CN(c2ccccc2)CCN1C(=O)c1cc(COc2c(F)cccc2F)on1 (configuration not stated)	-5%	i	7.9	-4%	4%	6%	-2%	9%	0.3	62	2.6%
CCOC(=O)C1C(c2cccc([N+](=O)[O-])c2)C2C(=O)NN=C2CC1(C)O (configuration not stated)	6%	i	0.2	-8%	10%	5%	-7%	4%	1.0	30	0.3%
Cc1ccc2[nH]c(=O)c(CN(Cc3cccnc3)C(=O)c3ccncc3)cc2c1	4%	i	2.7	-6%	9%	7%	-12%	7%	-2.3	96	1.2%
COc1ccccc1C(=O)Oc1ccccc1C(=O)Nc1ccccc1	7%	i	0.8	0%	3%	15%	-17%	-1%	0.8	41	1.1%
Cc1cccc(C(=O)NNC(=O)CCC(=O)Nc2cccc(Cl)c2C)c1	0%	i	0.9	-4%	-10%	4%	-14%	6%	0.3	36	-2.9%
CCOC(=O)N1CCN(C(=O)CSc2nc(CC)nc3c2c(=O)n(C)c(=O)n3C)CC1	13%	i	0.3	-10%	2%	0%	-5%	12%	0.5	67	-3.0%
COc1ccc(-c2nc3c4ccccc4[nH]c(=O)n3n2)cc1	-2%	i	1.1	-7%	1%	12%	0%	2%	4.6	77	0.9%
COc1ccc(C(CC(=O)Nc2ccc(F)cc2)c2ccccc2)cc1 (configuration not stated)	2%	i	1.0	-2%	17%	4%	-5%	12%	1.1	50	0.6%
O=C(O)CCN1C(=O)/C(=C2\C(=O)N(Cc3ccc(F)cc3)c3ccccc32)SC1=S	-10%	i	0.6	-6%	-4%	4%	1%	13%	0.8	38	x
Cc1ccc(S(=O)(=O)N2CCCN(c3nccc(C(F)(F)F)n3)CC2)cc1	0%	i	0.2	1%	5%	12%	-11%	x	0.4	53	-0.5%
Cc1ccc(N=Nc2c(O)n(CN3CCOCC3)c3ccccc23)cc1	-19%	i	0.9	72%*	17%	-1%	5%	6%	1.5	73	145%
Cc1ccc(C)c(N2CCN(C(=O)CNS(=O)(=O)c3cccs3)CC2)c1	5%	i	5.2	-2%	7%	2%	9%	14%	3.9	37	-2.0%
CCOC(=O)C(C)Sc1nnc(Cc2cc(=O)[nH]c(=O)[nH]2)n1-c1cccc(OC)c1 (configuration not stated)	18%	i	1.6	-5%	8%	-2%	6%	3%	-4.0	50	3.9%
COC(=O)[C@@H]1C(c2c(OC)cc(OC)cc2OC)=NO[C@H]1C(=O)OC	8%	i	0.7	-6%	5%	-6%	2%	16%	0.6	38	-1.0%
O=C(Cc1cscn1)c1ccc(O)cc1O	-7%	i	0.6	4%	4%	-6%	20%	0%	1.8	53	-0.7%

Arranged by molar mass (rising): part of the list above.
SMILES	GPR35 arrestin U2OS	Myeloid diff 2	Myeloid diff 2 GFP+ MAC1+ %	LYP phosphatase	GPR55 antagonists	Siah-1 displacement	Salmonella PhoP GFP	Rac1 GTP hydrolysis	NTR1 ag	NTR1 ag cell count 20 µM	HIV peptide binding
COc1ccc(C(CC(=O)Nc2ccc(F)cc2)c2ccccc2)cc1 (configuration not stated)	2%	i	1.0	-2%	17%	4%	-5%	12%	1.1	50	0.6%
Cc1ccc(N=Nc2c(O)n(CN3CCOCC3)c3ccccc23)cc1	-19%	i	0.9	72%*	17%	-1%	5%	6%	1.5	73	145%
Cc1ccc(S(=O)(=O)N2CCCN(c3nccc(C(F)(F)F)n3)CC2)cc1	0%	i	0.2	1%	5%	12%	-11%	x	0.4	53	-0.5%
CC1CN(c2ccccc2)CCN1C(=O)c1cc(COc2c(F)cccc2F)on1 (configuration not stated)	-5%	i	7.9	-4%	4%	6%	-2%	9%	0.3	62	2.6%

Carrying on.
SMILES	GPR35 arrestin U2OS	Myeloid diff 2	Myeloid diff 2 GFP+ MAC1+ %	LYP phosphatase	GPR55 antagonists	Siah-1 displacement	Salmonella PhoP GFP	Rac1 GTP hydrolysis	NTR1 ag	NTR1 ag cell count 20 µM	HIV peptide binding
Cc1cc2c(ncn2Cc2ccccc2)c([N+](=O)[O-])c1C	5%	i	0.6	-4%	-6%	-3%	-1%	5%	-3.2	99	-2.9%
CC(=O)Nc1ccc2c(c1)ncn2-c1ccccc1	-1%	u	x	-3%	13%	-3%	-5%	x	0.1	63	0.9%
COc1ccc(/C=C(/NC(=O)c2ccccc2Cl)C(=O)NCCCC(=O)O)cc1	20%	i	0.3	-3%	-1%	4%	x	0%	1.6	90	1.2%
COC(=O)c1ccc(Oc2coc3cc(OCc4cnn(-c5ccccc5)c4)ccc3c2=O)cc1	-1%	i	1.0	-14%	16%	17%	-1%	4%	1.3	83	6.6%
